KOR beta-arrestin-1 = KOR agonists, beta-arrestin recruitment, primary screen, cell-based, luminescence, uHTS (AID 1777) | KOR beta-arrestin recruitment, luminescence; higher % means a stronger effect | one-dose activation, % at 10 µM; EC50 in µM for titrated hits | actives 0.02% (n = 280,000); in the data active = activation above about 50%, passing the limit was not always enough; note: a part of the inactive calls stands beside numbers as strong as those of hits
TNAP activation fold = human TNAP enzyme activators, primary screen, biochemical, luminescent, no phosphate acceptor, uHTS (AID 1001) | purified TNAP, luminescent activation assay, no phosphate acceptor; higher activation fold means a stronger effect | activation fold at 20 µM, or EC50 in µM where a hit was titrated | actives 0.03% (n = 200,000); in the data active = activation fold from about 3, or a potency from the dose series; inactive = the rest, 99 in 100 with activation fold below about 1.6; note: many of its hits are not listed in these tables
XIAP antagonists = XIAP antagonists, biochemical, IAP family, fluorescence polarization (AID 1018) | XIAP BIR domain, fluorescence polarization peptide displacement; higher % means a stronger effect | displacement, % at 20 µM, or IC50 in µM where a hit was titrated | actives 0.007% (n = 200,000); in the data active = displacement above about 50%; note: a part of the inactive calls stands beside numbers as strong as those of hits
human PMI inhibitors = human PMI inhibitors, high substrate, primary screen, biochemical, fluorescence intensity, high mannose 6-phosphate (AID 1220) | recombinant PMI enzyme, coupled fluorescence intensity; higher % means a stronger effect | inhibition, % at 20 µM; hits with a dose series show IC50 in µM | actives 0.66% (n = 190,000)
LYP inhibition = inhibitors of LYP phosphatase, biochemical, fluorescence intensity, uHTS (AID 1779) | recombinant LYP phosphatase, fluorescence intensity; higher % means a stronger effect | inhibition, % at 11.5 µM, or IC50 in µM where a hit was titrated | actives 0.054% (n = 290,000);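 note: plate controls were vehicle with enzyme for no effect and no enzyme for full effect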
PMI inhibitors = MPI enzyme activity inhibition – biochemical, fluorescence intensity, coupled assay, primary screen (AID 1209); purified PMI enzyme, coupled fluorescence intensity; higher % means a stronger effect; one-dose inhibition, % at 20 µM; IC50 in µM for titrated hits; actives 0.42% (n = 190,000);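 note: plate controls were DMSO vehicle for no effect and wells lacking substrate for full effect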
NOD1 inhibition = NOD1 signaling inhibitors, primary screen, cell-based, luminescence, uHTS (AID 1578); actives 1% (n = 290,000); NOD1-driven NF-kB luciferase reporter cells, luminescence; higher % means a stronger effect; one-dose inhibition, % at 4 µM; EC50 in µM for titrated hits; in the data active = inhibition mostly above about 36%, no sharp cut-off; inactive = mostly below about 34%;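 note: HEK-293T reporter cells stimulated with the NOD1 agonist gamma-tri-DAP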
HEK293 NOD2/NF-kB = inhibition of NOD2-driven NF-kB reporter – cell-based, luminescence, uHTS, HEK293 (AID 1566); HEK293 NOD2/NF-kB luciferase reporter, luminescence; higher % means a stronger effect; inhibition, % at 4 µM; hits with a dose series show EC50 in µM; actives 0.63% (n = 290,000); note: many of its hits are not listed in these tables
KOR beta-arrestin-2 = KOR antagonists, beta-arrestin recruitment, cell-based, luminescence, uHTS (AID 1778) | KOR beta-arrestin recruitment, luminescence, antagonist mode; higher % means a stronger effect | actives 0.091% (n = 290,000) | inhibition, % at 10 µM, or IC50 in µM where a hit was titrated; note: strong numbers were not always called active
* = called active by the depositor; nt = not tested or not shown. Cut-off read from the data, not from the text of the source, unless noted: active = inhibition above about 50%; inactive = the rest. A portion of the library; rates above refer to the full screens.

SMILES	KOR beta-arrestin-1	TNAP activation fold	XIAP antagonists	human PMI inhibitors	LYP inhibition	PMI inhibitors	NOD1 inhibition	HEK293 NOD2/NF-kB	KOR beta-arrestin-2
O=C(O)c1cc2c(cc1NC(=O)c1c(F)cccc1F)OCCCO2	-2.4%	nt	nt	nt	-3%	nt	-24%	3%	8%
CCOc1ccccc1NC(=O)CCC(=O)O	19%	1.1	-3.5%	4%	-8%	4%	8%	15%	-13%
COc1ccc(C2CC(=O)c3cnn(-c4nc(C)cc(C)n4)c3C2)cc1 (configuration not stated)	-2.2%	1.1	0.7%	-6%	-6%	-5%	-15%	11%	7%
Cc1cc(/C=N/n2cnnc2)c(C)n1-c1cccc(Cl)c1	1.7%	1	-8.0%	-5%	2%	14%	-17%	4%	-11%
CC1(C)CC(=O)CC(=NCC(=O)O)C1	4.6%	1.1	-4.4%	-7%	-3%	3%	9%	16%	12%
COc1ccc(CN2CCN(C(=O)CCC(=O)Nc3nnc(CC(C)C)s3)CC2)cc1F	6.5%	nt	nt	nt	-9%	nt	25%	36%	-29%
CCNC(=S)N/N=C/c1cc(C)n(-c2ccc(Cl)cc2)c1C	-1.2%	1.3	-3.0%	9%	6%	3%	-43%	-23%	-35%
O=S(=O)(NCCCc1ccccc1)c1cccc2nsnc12	2.1%	1.1	-3.3%	11%	1%	2%	-34%	8%	34%
O=C(CSc1oc(-c2ccccc2)nc1S(=O)(=O)c1ccccc1)NCC1CCCO1 (configuration not stated)	-1.6%	nt	nt	nt	-6%	nt	13%	15%	2%
O=C(NCc1cc(C(F)(F)F)cc(C(F)(F)F)c1)C12CN(Cc3ccccc3)CC1C(c1cccc([N+](=O)[O-])c1)=NO2 (configuration not stated)	0.3%	0.9	-3.0%	2%	3%	0%	27%	-18%	-29%
O=C(COc1ccc([N+](=O)[O-])cc1)N1CCN(c2nnc(-c3ccccc3)c3ccccc23)CC1	-0.7%	nt	nt	nt	4%	nt	-8%	14%	29%
NC(C(=O)O)C1CC(Cl)=NO1 (configuration not stated)	3.0%	1.1	-12%	-2%	-3%	-2%	-41%	4%	-30%
CC(NC(=O)c1cccc(C(F)(F)F)c1)C1CCCO1 (configuration not stated)	-2.2%	1	-6.5%	5%	-6%	10%	-2%	19%	18%
CC(C)NC(=O)CN1CCN(c2ncccn2)CC1	-3.6%	1.1	-1.9%	2%	-10%	8%	-13%	-4%	-48%
COc1ccc(C2(CNC(=O)c3ccc(OC)c([N+](=O)[O-])c3)CCCCC2)cc1OC	1.5%	1.1	-30%	0%	-1%	16%	-4%	7%	12%
O=C(CSc1ccc(-c2ccncc2)nn1)c1ccccc1	-0.5%	1.1	-6.7%	-16%	0%	-13%	-5%	11%	12%
O=C(COC(=O)c1ccc(OC(F)F)cc1)NCCCN1CCCC1=O	nt	nt	nt	nt	-7%	nt	-6%	-3%	30%
O=C(O)c1[nH]c2ccccc2c1CC(=O)N1CCOCC1	-0.1%	1	-4.2%	2%	-9%	-14%	-6%	5%	9%
COc1ccc(S(=O)(=O)NCC(c2cccnc2)N2CCN(C)CC2)cc1OC (configuration not stated)	0.5%	nt	nt	nt	-13%	nt	-5%	14%	8%
C=CCn1c(-c2ccc(OC)c(OC)c2)cs/c1=N\c1ccccn1	0.4%	1.1	-1.3%	0%	1%	-4%	-24%	3%	-31%
COc1cccc(CN2CCNC(=O)C2CC(=O)N(C)C2CCCCC2)c1 (configuration not stated)	3.8%	nt	nt	nt	-12%	nt	-1%	21%	-5%
N#Cc1ccccc1OCC(=O)Nc1c(C(=O)C2CC2)oc2ccccc12	-0.3%	1.1	-1.0%	-5%	-6%	1%	4%	-6%	-6%
OCCOCCn1c(-c2ccccc2)nc(=S)c2c1CCCC2	3.1%	1.2	-15%	12%	-2%	6%	-2%	-6%	-20%
COc1ccc(NC(=O)C2CCN(S(=O)(=O)c3cccc4nonc34)CC2)cc1OC	-2.1%	nt	nt	nt	2%	nt	-24%	7%	-8%
COc1ccc(NC(=O)COC(=O)/C=C/c2ccccc2[N+](=O)[O-])cc1	0.2%	1.1	-4.1%	2%	-15%	11%	-23%	14%	19%
COc1ccc(N2C(=O)CC(NC34CC5CC(CC(C5)C3)C4)C2=O)c(OC)c1 (configuration not stated)	-0.1%	1.1	34%	4%	-7%	7%	-18%	5%	2%
COc1cc(CCC(=O)OCc2ccccc2C#N)cc(OC)c1OC	0.9%	nt	nt	nt	-6%	nt	-19%	2%	-34%
CCOC(=O)C1CCN(C2CC(=O)N(c3cccc(Cl)c3)C2=O)CC1 (configuration not stated)	5.8%	1	-6.0%	0%	0%	-3%	-24%	-18%	-16%
N#Cc1cnn(-c2ccccc2)c1N	2.2%	0.9	-2.4%	-3%	6%	-10%	-20%	10%	-2%
O=C1CN(C(=O)c2cc3ccccc3o2)c2ccccc2N1	-3.3%	1	-3.6%	4%	-2%	0%	-10%	17%	10%

Quoted at random: four entries already listed, in no set order.
SMILES	KOR beta-arrestin-1	TNAP activation fold	XIAP antagonists	human PMI inhibitors	LYP inhibition	PMI inhibitors	NOD1 inhibition	HEK293 NOD2/NF-kB	KOR beta-arrestin-2
N#Cc1cnn(-c2ccccc2)c1N	2.2%	0.9	-2.4%	-3%	6%	-10%	-20%	10%	-2%
COc1ccc(N2C(=O)CC(NC34CC5CC(CC(C5)C3)C4)C2=O)c(OC)c1 (configuration not stated)	-0.1%	1.1	34%	4%	-7%	7%	-18%	5%	2%
N#Cc1ccccc1OCC(=O)Nc1c(C(=O)C2CC2)oc2ccccc12	-0.3%	1.1	-1.0%	-5%	-6%	1%	4%	-6%	-6%
COc1ccc(NC(=O)C2CCN(S(=O)(=O)c3cccc4nonc34)CC2)cc1OC	-2.1%	nt	nt	nt	2%	nt	-24%	7%	-8%

(cont.)
SMILES	KOR beta-arrestin-1	TNAP activation fold	XIAP antagonists	human PMI inhibitors	LYP inhibition	PMI inhibitors	NOD1 inhibition	HEK293 NOD2/NF-kB	KOR beta-arrestin-2
CCOC(=O)N1CCN(C(=O)Nc2ccccc2)CC1	-0.9%	1.1	-6.3%	-7%	2%	1%	-42%	-1%	5%
C=C(C)C(=O)Nc1ccc(NC(C)C)cc1	4.0%	nt	nt	nt	-8%	nt	-6%	-2%	17%
COc1ccccc1/C=C/CN1CCC(n2nccc2NC(=O)CCc2ccccc2)CC1	-0.8%	nt	nt	nt	-10%	nt	-3%	13%	-16%
O=[N+]([O-])c1ccc(N/N=C/c2c[nH]c3ccccc23)cc1	-0.4%	0.9	-6.8%	5%	-5%	7%	37%	-23%	4%
CCCCCCCCNC(C)C(O)c1ccc(SC(C)C)cc1 (configuration not stated)	-2.2%	1.1	-4.8%	-3%	-6%	-2%	-48%	-19%	8%
COc1ccc(C(=O)Nc2ccccc2C(=O)N2CCOCC2)cc1	4.9%	nt	nt	nt	-3%	nt	-16%	-6%	-35%
CCOC(=O)c1csc(NC(=O)c2ccc(OCC)cc2)n1	-2.3%	1.1	-1.1%	2%	-3%	0%	8%	-1%	-14%
CS(=O)(=O)Nc1ccc(C(=O)N2CCCCC2)cc1	-2.4%	1.1	25%	9%	-5%	12%	-10%	18%	14%
CCC(=O)N(C)CCc1cc2c(c(OC)c1/C=N/NS(=O)(=O)c1ccc(C)cc1)OCO2	0.7%	nt	nt	nt	-8%	nt	4%	17%	21%
CCCNC(=O)NC(=O)CN1CCCC1c1ccc2c(c1)OCCO2 (configuration not stated)	-5.1%	nt	nt	nt	-15%	nt	3%	-3%	-9%
COC(=O)C1CCN(CCCOc2ccc(CN3CCN(c4ccc([N+](=O)[O-])cc4)CC3)cc2)CC1	-3.1%	1	-3.4%	1%	-8%	8%	-10%	16%	46%
O=S(=O)(c1cccc(S(=O)(=O)N2CCC(Cc3ccccc3)CC2)c1)N1CCOCC1	-4.8%	1	-0.9%	14%	2%	12%	1%	10%	8%
O=C(c1ccc(OC2CCN(Cc3ccccn3)CC2)cc1)N1CCCC(O)C1 (configuration not stated)	-1.3%	1.1	-2.1%	-8%	-6%	2%	-20%	11%	-2%
OCC1(CCOc2ccccc2)CCN(CCCn2cccn2)CC1	-1.4%	1	-20%	11%	-4%	18%	-35%	-14%	-23%
CCC(=O)Nc1ccc(C(=O)NNC(=O)Cc2ccccc2)cc1	-4.3%	1	-4.5%	-11%	-6%	7%	-3%	12%	-26%
CC(C)CNC(=O)COC(=O)c1ccc(Cl)c(S(=O)(=O)N2CCc3ccccc32)c1	3.7%	1	-5.5%	13%	8%	10%	-27%	8%	-4%
Cc1ccccc1C(=O)Nc1cccc(N)c1	-1.8%	1.1	-3.2%	7%	-6%	13%	-20%	-10%	23%
O=C(C1CCN(S(=O)(=O)c2cccc3cccnc23)CC1)N1CCN(c2ccc(Cl)cc2)CC1	-4.8%	1.1	-7.0%	6%	2%	6%	31%	23%	24%
Cn1nc(C(C)(C)C)cc1C(=O)NN1CCOCC1	11%	nt	nt	nt	-6%	nt	-8%	-8%	9%
CCOc1ccc(CCNC(=O)Nc2cccc(OC)c2)cc1OCC	-3.7%	nt	nt	nt	-6%	nt	-8%	6%	-5%
O=C1CCc2cc(S(=O)(=O)NC(Cc3ccccc3)C(=O)NCC3CCCO3)ccc2N1 (configuration not stated)	-0.1%	1.1	-6.4%	8%	-5%	16%	-1%	0%	-37%
NC(=O)C1=CN(Cc2ccc(Cl)cc2)CCC1C(F)(F)F (configuration not stated)	5.1%	nt	nt	nt	-5%	nt	-5%	23%	0%
COc1c(C)cccc1C(=O)NCCCNC(=O)c1ccc(C)nc1	-0.1%	nt	nt	nt	-4%	nt	-7%	-26%	-15%
CCOP(=O)(OCC)/C(C#N)=C(\O)c1ccc(OC)cc1	-0.6%	nt	nt	nt	-4%	nt	-10%	-8%	16%
CCCCn1c(SCC(=O)N2CCOCC2)nc2c1c(=O)n(C)c(=O)n2C	-2.2%	nt	nt	nt	-6%	nt	-26%	-7%	-15%
CCN(CC)C1CCN(C(=O)CCc2nnc(CCc3ccccc3)o2)C1 (configuration not stated)	-0.8%	1.1	-2.9%	-10%	-5%	-4%	-21%	15%	-22%
Cc1cccc2sc(N(CCN(C)C)C(=O)c3cc(Cl)sc3Cl)nc12	-1.5%	1	-6.7%	-5%	2%	6%	-9%	4%	18%
COc1ccc(-n2c(SCC(=O)Nc3ncc(Cl)cc3Cl)nc3ccccc32)cc1	15%	1	-22%	2%	6%	-25%	59%*	-16%	-1%
CN(Cc1ccccc1)C1=CC(=[N+]2CCCC2)CC(C)(C)C1	-1.6%	nt	nt	nt	-3%	nt	31%	36%	8%
CN(c1ccccc1)c1nc2ccsc2c(=O)s1	0.9%	1.1	-6.4%	-2%	-8%	3%	-40%	-64%	-3%
CC1CCCN(C(=O)c2ccc3c(=O)n(Cc4ccc5c(c4)OCO5)c(=S)[nH]c3c2)C1 (configuration not stated)	-4.4%	1.1	-17%	11%	4%	3%	9%	1%	8%
Cc1cc(C)cc(NC(=O)CSc2ccc(-c3ccco3)nn2)c1	-4.0%	1	-6.8%	9%	4%	19%	-19%	5%	19%

Laid out differently: three of the compounds above
Molecule | KOR beta-arrestin-1 | TNAP activation fold | XIAP antagonists | human PMI inhibitors | LYP inhibition | PMI inhibitors | NOD1 inhibition | HEK293 NOD2/NF-kB | KOR beta-arrestin-2
CCOC(=O)c1csc(NC(=O)c2ccc(OCC)cc2)n1 | -2.3% | 1.1 | -1.1% | 2% | -3% | 0% | 8% | -1% | -14%
CS(=O)(=O)Nc1ccc(C(=O)N2CCCCC2)cc1 | -2.4% | 1.1 | 25% | 9% | -5% | 12% | -10% | 18% | 14%
CCC(=O)N(C)CCc1cc2c(c(OC)c1/C=N/NS(=O)(=O)c1ccc(C)cc1)OCO2 | 0.7% | nt | nt | nt | -8% | nt | 4% | 17% | 21%
